Compound activity from PubChem.
Pol iota inh = qHTS for Inhibitors of Polymerase Iota; DNA polymerase iota (Homo sapiens), Q9UNA4; Pol iota fluorescent replication assay, 10 min; Potency, µM (top dose mostly 115 µM), inactives show at the top dose activity, negative = inhibition, usual class: inhibitors; actives 1% (n = 390,000)
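Pol iota at 10 nM preincubated 15 min with compounds at room temperature; reaction started with fluorescent substrate, 50 nM final. Fluorescence read kinetically at 0 and 10 min; buffer-only wells as negative control.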
APEX1 inh = qHTS Assay for Inhibitors of the Human Apurinic/apyrimidinic Endonuclease 1 (APE1); DNA repair nuclease/redox regulator APEX1 (Homo sapiens), P27695; recombinant APE1, TAMRA/BHQ-2 abasic DNA cleavage fluorescence; Potency, µM (top dose mostly 65.8 µM), for the others: at the highest dose activity change, negative = inhibition, hits mostly inhibitors; actives 0.35% (n = 350,000); AID 2517, 2012;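 further: plate controls were vehicle for no effect and reference inhibitor for full effect; nearly all actives have a fitted effect of over 55% in size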
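Readout is kinetic fluorescence (ex 525, em 598 nm) from cleavage of 50 nM TAMRA/BHQ-2 THF abasic duplex by 0.75 nM APE1, compound added 15 min beforehand at RT.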
Pol beta inh = qHTS Assay for Inhibitors of DNA Polymerase Beta; Potency, µM (top dose mostly 114 µM), for the others: at the top dose activity change, negative = inhibition, most hits filed as inhibitors; Pol beta primer extension/strand displacement, fluorescence kinetic; P06746; actives 1.3% (n = 340,000); AID 485314, 2010; further: on the % scale 0 is the no-effect control and ±100 the full control effect
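Values derive from four-parameter Hill fits of normalized kinetic data: reads at 0 and 10 min following addition of 50 nM substrate to 10 nM Pol beta preincubated 15 min with compound.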
BLM inh = qHTS Assay for Inhibitors of Bloom's syndrome helicase (BLM); RecQ-like DNA helicase BLM (Homo sapiens), P54132; recombinant BLM DNA unwinding, fluorescence dequenching; Potency, µM (highest dose often 56.1 µM), inactives show top-dose activity change, negative = inhibition, actives largely listed as inhibitors; actives 0.2% (n = 350,000); AID 2528, 2010;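 further: plate controls were vehicle for no effect and no enzyme for full effect; nearly all actives have a fitted effect of over 35% in size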
JMJD2A Tudor = qHTS Assay for Inhibitors of JMJD2A-Tudor Domain; AID 504339, 2011; Potency, µM (titrated, usually from 114 µM), without a hit: at the top dose activity change, negative = inhibition, usual class: inhibitors; AlphaScreen JMJD2A-Tudor / H3K4me3 peptide binding; Lysine-specific demethylase 4A (Homo sapiens), O75164; actives 4.4% (n = 390,000); further: on the % scale 0 is the no-effect control and ±100 the full control effect; nearly all actives have a fitted effect of over 50% in size
BAZ2B inh = qHTS Assay for Inhibitors of BAZ2B; actives 4.4% (n = 360,000); Potency, µM (doses to about 114 µM), for inactives: top-dose activity change, negative = inhibition, hits mostly inhibitors; AlphaScreen BAZ2B-H3K14Ac peptide displacement; AID 504333, 2011; Bromodomain adjacent to zinc finger domain protein 2B (Homo sapiens), Q9UIF8; further: on the % scale 0 is the no-effect control and ±100 the full control effect; nearly all actives have a fitted effect of over 60% in size
Target sequence (Q9UIF8 whole entry, looked up, the tested form may be a part): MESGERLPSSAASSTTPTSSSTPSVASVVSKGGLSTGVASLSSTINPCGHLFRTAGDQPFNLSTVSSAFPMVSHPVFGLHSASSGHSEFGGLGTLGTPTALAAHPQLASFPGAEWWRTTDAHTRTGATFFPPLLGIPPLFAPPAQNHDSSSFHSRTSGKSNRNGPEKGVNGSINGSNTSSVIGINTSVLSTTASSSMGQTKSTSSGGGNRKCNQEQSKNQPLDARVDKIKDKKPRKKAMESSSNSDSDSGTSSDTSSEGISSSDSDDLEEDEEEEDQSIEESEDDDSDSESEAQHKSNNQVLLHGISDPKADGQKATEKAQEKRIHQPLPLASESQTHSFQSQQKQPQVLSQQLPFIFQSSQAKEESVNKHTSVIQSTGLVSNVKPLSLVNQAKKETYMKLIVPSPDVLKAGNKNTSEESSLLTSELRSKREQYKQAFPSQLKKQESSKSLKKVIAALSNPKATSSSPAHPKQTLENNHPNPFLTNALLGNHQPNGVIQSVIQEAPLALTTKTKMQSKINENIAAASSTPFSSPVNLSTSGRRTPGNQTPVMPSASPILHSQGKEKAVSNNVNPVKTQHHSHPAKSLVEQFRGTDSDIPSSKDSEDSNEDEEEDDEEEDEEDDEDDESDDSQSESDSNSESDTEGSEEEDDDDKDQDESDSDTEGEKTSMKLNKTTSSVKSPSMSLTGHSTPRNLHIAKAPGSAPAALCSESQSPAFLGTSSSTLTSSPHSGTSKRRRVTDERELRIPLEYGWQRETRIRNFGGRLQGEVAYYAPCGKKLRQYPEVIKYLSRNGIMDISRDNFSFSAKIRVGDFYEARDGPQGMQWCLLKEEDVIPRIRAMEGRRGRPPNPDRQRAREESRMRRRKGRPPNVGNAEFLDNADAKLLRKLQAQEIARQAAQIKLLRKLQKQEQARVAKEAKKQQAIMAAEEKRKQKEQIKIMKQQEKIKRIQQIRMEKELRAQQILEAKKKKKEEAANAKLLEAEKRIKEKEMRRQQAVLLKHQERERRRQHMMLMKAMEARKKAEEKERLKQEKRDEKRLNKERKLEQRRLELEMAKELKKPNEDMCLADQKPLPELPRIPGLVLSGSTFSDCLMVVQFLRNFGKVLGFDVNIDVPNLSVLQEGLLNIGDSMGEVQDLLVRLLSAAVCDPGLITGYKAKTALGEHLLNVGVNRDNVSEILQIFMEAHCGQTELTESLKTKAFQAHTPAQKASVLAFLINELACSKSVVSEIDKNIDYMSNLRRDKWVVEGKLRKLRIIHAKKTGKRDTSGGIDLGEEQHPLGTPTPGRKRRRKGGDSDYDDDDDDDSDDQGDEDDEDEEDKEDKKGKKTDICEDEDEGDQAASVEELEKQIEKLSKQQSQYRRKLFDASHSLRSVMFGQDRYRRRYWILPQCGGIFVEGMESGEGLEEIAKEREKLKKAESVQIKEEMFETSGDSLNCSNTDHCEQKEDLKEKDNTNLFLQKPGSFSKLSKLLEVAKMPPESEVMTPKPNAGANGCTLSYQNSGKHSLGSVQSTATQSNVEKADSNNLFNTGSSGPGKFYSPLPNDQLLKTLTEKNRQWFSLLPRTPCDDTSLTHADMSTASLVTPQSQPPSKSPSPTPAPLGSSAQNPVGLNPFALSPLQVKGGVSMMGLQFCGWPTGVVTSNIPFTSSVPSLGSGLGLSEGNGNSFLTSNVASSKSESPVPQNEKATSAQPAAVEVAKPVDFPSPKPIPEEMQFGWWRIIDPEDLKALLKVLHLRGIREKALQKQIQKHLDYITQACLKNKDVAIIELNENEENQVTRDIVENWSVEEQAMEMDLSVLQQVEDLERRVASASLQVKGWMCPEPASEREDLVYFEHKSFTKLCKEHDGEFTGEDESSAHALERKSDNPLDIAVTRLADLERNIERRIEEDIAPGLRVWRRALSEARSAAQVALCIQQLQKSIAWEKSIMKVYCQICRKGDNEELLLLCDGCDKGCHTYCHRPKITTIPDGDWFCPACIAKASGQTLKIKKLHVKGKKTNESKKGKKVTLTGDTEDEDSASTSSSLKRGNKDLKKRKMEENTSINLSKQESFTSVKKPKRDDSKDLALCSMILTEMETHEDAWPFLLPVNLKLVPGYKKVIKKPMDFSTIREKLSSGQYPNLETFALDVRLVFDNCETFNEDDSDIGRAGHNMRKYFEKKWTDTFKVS
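Compounds, titrated to a top concentration of 110 uM, were incubated 30 min at room temperature with preformed BAZ2B/acetyl-K14 H3 peptide complex (50 nM each). Proximity signal was measured by AlphaScreen after 20 min with beads.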
POLK inh = qHTS for Inhibitors of Polymerase Kappa. DNA polymerase kappa (Homo sapiens), Q9UBT6. purified Pol kappa, fluorescent DNA synthesis assay, 10 min. Potency, µM (series often up to 107 µM), for the others: at the highest dose activity, negative = inhibition, hits mostly inhibitors. actives 0.53% (n = 400,000). AID 588579, 2011; further: on the % scale 0 is the no-effect control and ±100 the full control effect
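Kinetic fluorescence screen: compound preincubated 15 min RT with 10 nM enzyme; 50 nM substrate (final) initiates; reads at 0/10 min.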
G9a block = qHTS Assay for Inhibitors of Histone Lysine Methyltransferase G9a; actives 8.8% (n = 350,000); Histone-lysine N-methyltransferase EHMT2 (Homo sapiens), Q96KQ7; G9a H3K9 monomethylation, AlphaScreen, 2 h; Potency, µM (highest dose often 102 µM), for inactives: at the top dose activity, negative = inhibition, actives largely listed as inhibitors; further: on the % scale 0 is the no-effect control and ±100 the full control effect; nearly all actives have a fitted effect of over 75% in size
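Methyltransferase reactions run at room temperature for 2 h (20 nM enzyme, 500 nM biotin-H3K9 peptide, 20 uM SAM) after a 15 min compound preincubation; product detected by AlphaScreen beads and anti-H3K9me1 antibody.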
POLH inh = qHTS for Inhibitors of Polymerase Eta. DNA polymerase eta (Homo sapiens), Q9Y253. recombinant Pol eta, fluorescent DNA replication assay. Potency, µM (top dose mostly 114 µM), without a hit: at the top dose activity change, negative = inhibition, hits mostly inhibitors. actives 1.2% (n = 390,000); further: on the % scale 0 is the no-effect control and ±100 the full control effect
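Pol eta (10 nM) was preincubated with compounds for 15 min at room temperature, after which fluorescent replication substrate (50 nM final) was added to start the reaction. Fluorescence was read kinetically at 0 and 10 min.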
* marks the source's active call; other numbers are inactive results; ? = inconclusive; . = no result given; & = joins results of further samples; [ ] = another dose, or the depositor's remark. The call rests on the fitted dose curve; in most records, active means well fitted curve in the direction sought with a large enough effect; inconclusive means small, poorly fitted or top-dose-only effect, or another doubt; inactive means no such curve, though single readings can be large; an effect the other way counts as inactive or inconclusive. Potency means the concentration at half of the fitted maximal effect. Some of the compounds tested; count on the stated rates, not on these rows.

No.	smiles	Pol iota inh	APEX1 inh	Pol beta inh	BLM inh	JMJD2A Tudor	BAZ2B inh	POLK inh	G9a block	POLH inh
1	COc1cc(C(=O)NCC(=O)N2CC=C(c3ccccc3)CC2)cc(OC)c1OC	31%[activator]	37%	.	.	-8%	8%	-11%	-27%	-11%
2	N#Cc1c(-c2ccco2)nc(SCc2ccc(F)cc2)[nH]c1=O	?	2%	10%	-5%	-19%	-9%	-10%	0%[12.7 µM]	?
3	COc1ccc(NS(=O)(=O)c2cccc(C(=O)NNC(=O)c3ccccc3OC)c2)cc1	24%	-8%	.	.	-13%	3%	3%	8%	-21%
4	COc1cc(NC(=O)CC(C)S(=O)(=O)c2cc3c4c(c2)CCN4C(=O)CC3)cc(OC)c1 (stereo not given)	27%	.	-3%	0%	-2%	2%	7%	-39%[59 µM]	4%
5	O=C(O)C1=CCNCC1	-3%[58.9 µM]	?	5%[57.1 µM]	3%&-5%	-21%	.	-7%[60.1 µM]	10%[12.7 µM]	-2%[57.1 µM]
6	COc1ccc(CNC(=O)C2CC(C)=C(C)CC2C(=O)O)cc1OC (stereo not given)	7%	4%	7%	-4%	-11%	-4%	2%	20%	-16%
7	Cc1ccc(-c2cc(N)n3nc(-c4ccc(C)cc4)cc3n2)cc1	19%&8%	-1%	5%&4%	2%&-3%	-1%&-12%	10%&-1%	-11%[60.1 µM]	5%[59 µM]	-13%&-11%
8	CC(C)n1c(C(=O)OCC(=O)NCc2ccc3c(c2)OCO3)cc2occc21	10%	3%	13%	-8%	?	?	-17%	-28%[12.7 µM]	-16%
9	CCOC(=O)c1ccccc1NC(=O)c1c(C)oc2ncnc(N3CCOCC3)c12	-1%	.	8%	3%	-18%	2%[57.1 µM]	-8%	-7%[59 µM]	-12%
10	Cc1ccc(CNC(=O)C(=O)NCC2OCCN2S(=O)(=O)c2cccs2)cc1 (stereo not given)	76%[activator]	-1%	-3%	-2%	-13%	1%	12%	-7%	-17%
11	Cc1[nH]c(=O)[nH]c(=O)c1S(=O)(=O)N1CCCC(C(=O)N2CCC(Cc3ccccc3)CC2)C1 (stereo not given)	24%	0%	10%	-2%	-18%	8%	-2%	7%[59 µM]	-14%
12	O=C(O)c1ccn(COc2ccc(Br)cc2)n1	31%[activator]	8%	8%	-5%	-13%	-21%	0%	-48%	-22%
13	COc1ccccc1Cn1cc(C(=O)c2ccc(C)cc2)c(=O)c2cc(F)cc(F)c21	8%	.	3%	-1%	-14%	-4%	-11%	3%[59 µM]	-13%
14	Cn1c(SCc2nc3ccccc3n2CCO)nc2ccccc21	3%	-6%	33%	2%	-12%	-1%	-1%	8%[2.33 µM]	-7%
15	CC(C)C(NC(=O)c1ccc(C(C)(C)C)cc1)C(=O)NCc1ccccn1 (stereo not given)	3%	3%	.	.	-17%	9%	-17%	37%[12.7 µM]	-13%
16	CCOC(=O)N1CCC(NC(=O)c2cc(S(=O)(=O)N3CCOCC3)ccc2F)CC1	15%	-2%	5%	-3%	-7%	-9%	-4%	8%[12.7 µM]	-20%
17	CC(=O)N1N=C(c2ccc(Br)cc2)OC12CCCC2	212%[activator]	-3%	15%	-2%	27%	1%	-2%	38%	-21%
18	O=C(Nc1ccccc1)NC1(C(=O)NCc2cccs2)CCCCC1	?	3%	?	-2%	-23%	1%	-5%	5%[59 µM]	3%
19	CCOc1cccc2sc(=NC(=O)c3ccco3)n(CC(=O)OC)c12	?	-2%	-14%	-9%	-7%	-1%	-14%	-19%	5%
20	O=C(C1=C(O)C(=O)N(Cc2ccco2)C1c1cccs1)c1cccs1 (stereo not given)	0%	12%	26%	0%	-4%[57.1 µM]	?	-5%	?	-10%
21	CCN1CCN(C(c2ccc(SC)cc2)c2c(O)cc(C)n(CCOC)c2=O)CC1 (stereo not given)	1%	.	2%	-2%	?	-2%	1%[60.1 µM]	?	-17%
22	Cn1c(SCC(=O)N/N=C/C=C\c2ccco2)nc2ccccc21	13µM*	-5%	45µM*	2%	56µM*	?	28µM*	.	22µM*
23	COc1ccc([C@H]2CC(=O)C=C(c3ccc4c(c3)OCCO4)C2)cc1	17%	-8%	.	.	-26%	?	-11%	12%[2.33 µM]	-16%
24	CN(c1ccccc1)S(=O)(=O)c1ccc(Cl)c(C(=O)OCC(=O)NC2CCS(=O)(=O)C2)c1 (stereo not given)	87%[activator]	-2%	-10%	-2%	4%	-28%	-1%	-19%	-1%
25	Cc1cc(C(=O)N2CCN(Cc3ccccc3)CC2)on1	5%	9%	17%	-3%	-12%	-4%	-6%	8%	-9%
26	O=C(NCc1ccco1)c1ccc(Cl)s1	21%	-4%	4%	0%	-20%	-20%	-18%	2%	-6%
27	O=c1[nH]c(/C=C/c2ccccc2Cl)nc2ccccc12	?	0%	?	-9%	-33%	-31%	-8%	10%	-6%
28	CCCCCn1c(=O)[nH]c2cc(C(=O)N3CCN(Cc4ccc5c(c4)OCO5)CC3)ccc2c1=O	?	-1%	7%	-5%	0%	4%	0%	28%[12.7 µM]	4%
29	CCCN1C(=O)c2ccccc2NC1c1ccc(OC)cc1O (stereo not given)	-2%	-1%	4%	-3%	-3%	-6%	0%	-5%	-15%
30	Cn1c(=O)n(C)c2cc(NC(=O)CCc3ccccc3)c(Br)cc21	-13%	0%	-17%	-4%	-3%	50µM*	15%	.	-6%

Ordered by formula weight (ascending): part of the list above
No.	smiles	Pol iota inh	APEX1 inh	Pol beta inh	BLM inh	JMJD2A Tudor	BAZ2B inh	POLK inh	G9a block	POLH inh
12	O=C(O)c1ccn(COc2ccc(Br)cc2)n1	31%[activator]	8%	8%	-5%	-13%	-21%	0%	-48%	-22%
14	Cn1c(SCc2nc3ccccc3n2CCO)nc2ccccc21	3%	-6%	33%	2%	-12%	-1%	-1%	8%[2.33 µM]	-7%
18	O=C(Nc1ccccc1)NC1(C(=O)NCc2cccs2)CCCCC1	?	3%	?	-2%	-23%	1%	-5%	5%[59 µM]	3%
11	Cc1[nH]c(=O)[nH]c(=O)c1S(=O)(=O)N1CCCC(C(=O)N2CCC(Cc3ccccc3)CC2)C1 (stereo not given)	24%	0%	10%	-2%	-18%	8%	-2%	7%[59 µM]	-14%

Other structures
No.	smiles	Pol iota inh	APEX1 inh	Pol beta inh	BLM inh	JMJD2A Tudor	BAZ2B inh	POLK inh	G9a block	POLH inh
31	COc1ccc(NC(=O)CN2CCC3(O)CCCCC3C2c2ccccc2OC)cc1 (stereo not given)	.	-6%	45%	-1%	.	2%	.	?	.
32	O=C(NCc1ccc2c(c1)OCO2)c1sccc1Br	119%[activator]	-3%	3%	-9%	15%[57.1 µM]	-3%	-11%	12%	-7%
33	COCC(=O)Nc1nnc(SCC(=O)N2CCCCC2)s1	20%	11%	21%	2%	1%	1%	5%	?	-13%
34	Cc1cccc(-c2nc(Nc3cccc(O)c3)c3ccccc3n2)c1	-11%	-12%	1%	-9%	-35%	-7%	-5%	19%	-19%
35	O=c1c(-c2ccnn2-c2cccc(Cl)c2)cnc2n1CCS2	-17%	0%	1%	1%	2%	-1%	10%	21%[12.7 µM]	-7%
36	Cc1cc(C)cc(NC(=O)CSc2oc(-c3ccccc3)nc2S(=O)(=O)c2ccc(Cl)cc2)c1	-4%	.	13%	-5%	-15%	-13%	-17%	?	-12%
37	OC1(C#CCCN2CCCCC2)c2ccccc2-c2ccccc21	173%[activator]	?	5%	-8%	-12%	6%	4%	-3%	-17%
38	O=C(NC(=O)c1ccccc1F)Nc1nc(-c2cccs2)cc(C(F)(F)F)n1	15%	7%	22%	0%	-8%	8%	-1%	27%	-3%
39	Fc1ccccc1CSc1nnc(-c2cnccn2)n1Cc1ccco1	-1%	6%	15%	0%	-24%	-21%	-5%	-16%[59 µM]	-14%
40	CCNC(=S)N/N=C/c1ccc(OCc2ccc(C(=O)OC)cc2)cc1	-8%	-2%	18%	-5%	-6%	7%	-5%	27%[59 µM]	-13%
41	Cc1nc(SC2C=CS(=O)(=O)C2)n[nH]1 (stereo not given)	-6%	-1%	6%	0%	56µM*	?	-4%	50µM*	-1%
42	CC(C)(C)c1cnnn1-c1ccc(NC(=O)c2ccc(Br)o2)cc1	9%[58.9 µM]	-1%	-3%	-2%	-21%	0%	-13%	-30%	-8%
43	Cc1ccc(CNc2ccc(N3CCN(C)CC3=O)cc2)cc1	35%[activator]	6%&28%	.	.	-22%	.	-5%	.	-3%
44	CCOc1ccc2cc(C#N)c(SCC(=O)NC(C)CC)nc2c1 (stereo not given)	.	?	27%	-3%	.	10%	.	1%[59 µM]	.
45	COc1ccc(/C=C(\NC(=O)c2ccc(OC)c(OC)c2)C(=O)NCCc2c[nH]c3ccccc23)cc1	3%	5%	0%	-4%	-21%	-8%	-4%	.	-4%
46	COc1cccc(NC(=O)c2ccccc2OCc2c(C)noc2C)c1	21%	20%	.	.	-9%	-1%	-1%	11%	-14%
47	CC(C)c1ccc(Nc2c([N+](=O)[O-])c(=O)n(C)c3ccccc23)cc1	-11%	-7%	0%	-6%	?	?	-8%	?	-21%
48	c1cc2c(cc1C1=NNC(=NC3CC3)SC1)OCCO2	?	-4%	-10%	-1%	-30%	.	-20%	?	0%
49	CCC(C)[C@H](NC(=O)N1CCC(C)CC1)C(=O)OC (stereo not given in full)	-20%	-4%	12%	-5%	-2%	3%	-1%	-5%	-5%
50	CC(CCc1ccccc1)NC(=O)CSc1cccc[n+]1[O-] (stereo not given)	?	-5%	-1%	4%	-5%	.	-19%	?	?
51	CCn1c(CNC(=O)c2ccc(OC)cc2)nnc1SCC(=O)Nc1cc(C)ccc1C	-1%	.	-16%	-3%	-19%	-4%	-20%	3%[59 µM]	-12%
52	O=C(OCc1cn(-c2ccc(Cl)cc2)nn1)c1ccccc1	2%	3%	-7%	-1%	-4%	2%	-16%	.	-9%
